Screening results as filed in PubChem BioAssay.
IL-2 act: activators of IL-2 | IL-2 activation reporter assay, cell-based qHTS; stimulated with anti-CD3/CD4/CD28 beads; in transgenic mouse T cells | activation, % (series mostly up to about 46 µM) | 360,000 tested, 0.065% active; in the data active means activation above about 50%; inconclusive means mostly about 30% to 49%; further: 0% is about no effect
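Readout is EGFP and DsRed signal by fluorescent plate cytometry after 18 h at 37 degrees C. Transgenic mouse T cells (750/well) received compound for 60 min before bead stimulation (anti-CD3, anti-CD4, anti-CD28); memory T cells served as non-tolerant control.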
GLP1R cytotox: cytotoxicity in counter-screen for GLP-1R inverse agonists; HEK293 cAMP-luciferase reporter cells, luminescence, 24 h; Potency, µM (top dose mostly 38.3 µM), for inactives: top-dose activity change, negative = inhibition, most hits filed as inhibitors; 410,000 tested, 0.13% active;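 further: loss of luciferase light is scored as toxicity; potency means the concentration at half of the fitted maximal effect; on the % scale 0 is the no-effect control and ±100 the full control effect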
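Compound-treated cells are incubated 24 hr at 37 deg C under 5% CO2 after a 12 hour attachment period, then luciferase detection reagent is added and luminescence is measured following 12 min at room temperature; lowered signal indicates toxicity.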
GLP1R inv ag: GLP-1 receptor (human) inverse agonism | P43220 | HEK293 GLP-1R CRE-luciferase, luminescence, 24 h; GLP-1R form is constitutively active | Potency, µM (top dose mostly 38.3 µM), for the others: top-dose activity change, negative = inhibition, most hits filed as inhibitors | 410,000 tested, 1.6% active | AID 624417; further: potency means the concentration at half of the fitted maximal effect; on the % scale 0 is the no-effect control and ±100 the full control effect; nearly all actives have a fitted effect of over 55% in size
Target sequence (P43220 whole entry, looked up): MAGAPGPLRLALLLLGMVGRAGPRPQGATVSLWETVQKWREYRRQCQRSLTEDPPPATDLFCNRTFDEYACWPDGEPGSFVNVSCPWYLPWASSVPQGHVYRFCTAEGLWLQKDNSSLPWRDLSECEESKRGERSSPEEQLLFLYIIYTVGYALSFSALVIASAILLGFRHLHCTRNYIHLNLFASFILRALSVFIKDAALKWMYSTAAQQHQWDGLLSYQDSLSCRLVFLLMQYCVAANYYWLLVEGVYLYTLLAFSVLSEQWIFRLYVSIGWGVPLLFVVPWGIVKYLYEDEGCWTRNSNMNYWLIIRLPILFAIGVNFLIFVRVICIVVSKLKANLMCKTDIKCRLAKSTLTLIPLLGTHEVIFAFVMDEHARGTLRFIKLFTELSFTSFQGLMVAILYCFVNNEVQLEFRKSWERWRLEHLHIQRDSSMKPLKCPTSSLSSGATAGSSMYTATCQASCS
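Cells are plated, allowed 12 hours at 37 deg C, then treated with compounds for 24 hr before luciferase detection reagent is added and luminescence is read after 12 min at room temperature. The HEK293 line carries constitutively active GLP-1R with a cAMP-responsive reporter.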
D3 antag: blocks the human D3 dopamine receptor | D3R cells, DiscoveRx beta-arrestin luminescence, antagonist mode; stronger effect = lower value | max response, negative = inhibition, % | P35462 | 360,000 tested, 2.5% active | AID 652054; in the data active means max response below about -50%; inconclusive means no clear call, values can overlap the other calls; further: on the % scale 0 is the no-effect control and ±100 the full control effect; mostly tested at two doses, the higher about 12 µM
Target sequence (P35462 whole entry, looked up): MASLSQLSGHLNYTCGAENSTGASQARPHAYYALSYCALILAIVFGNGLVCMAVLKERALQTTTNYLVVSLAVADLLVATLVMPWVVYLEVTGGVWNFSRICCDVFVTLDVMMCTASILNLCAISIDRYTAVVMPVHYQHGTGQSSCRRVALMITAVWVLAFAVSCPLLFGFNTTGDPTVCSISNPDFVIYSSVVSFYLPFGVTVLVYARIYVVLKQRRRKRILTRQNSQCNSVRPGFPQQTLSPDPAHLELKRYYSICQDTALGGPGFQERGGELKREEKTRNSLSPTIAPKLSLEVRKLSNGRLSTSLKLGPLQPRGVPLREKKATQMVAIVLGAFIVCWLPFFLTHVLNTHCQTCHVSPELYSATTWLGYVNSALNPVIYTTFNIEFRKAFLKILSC
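Cells plated overnight at 1500 cells/well, then exposed to library compounds with dopamine controls for 90 minutes at 37 degrees C. DiscoveRx reagent added for 30–60 minutes at room temperature; luminescence read, quantitative HTS format.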
WRN helicase inh: WRN helicase (human) inhibition; WRN helicase unwinding, fluorescent forked duplex, kinetic; 360,000 tested, 0.46% active; Potency, µM (doses to about 114 µM), without a hit: at the highest dose activity change, negative = inhibition, actives largely listed as inhibitors; further: potency means the concentration at half of the fitted maximal effect; on the % scale 0 is the no-effect control and ±100 the full control effect; nearly all actives have a fitted effect of over 55% in size
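WRN at 20 nM final preincubated with compound 15 min at room temperature; reaction started with 100 nM fluorophore/quencher forked duplex oligonucleotide and 2 mM ATP final. Unwinding followed kinetically by red fluorescence (ex 525, em 598 nm).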
DRD3 agonist: agonists of human D3 dopamine receptor; P35462; D3R DiscoveRx beta-arrestin cells, luminescence, 90 min; max activation, %; 410,000 tested, 0.58% active; AID 652048; in the data active means max activation above about 30%; further: 0% is about no effect; mostly tested at two doses, the higher about 12 µM
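Agonist mode: compounds and dopamine controls were applied to plated cells for 90 min at 37 degrees C after an overnight attachment at 1500 cells/well. Luminescent read-out followed 30 - 60 minutes at room temperature with DiscoveRx detection reagent.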
PLK1 PBD inh: blocks phosphopeptide binding to human PLK1 polo-box domain. 360,000 tested, 2.8% active. P53350. Potency, µM, inactives show max response, negative = inhibition, most hits filed as inhibitors. Plk1 PBD binding of FITC phosphopeptide, fluorescence polarization; further: potency means the concentration at half of the fitted maximal effect; series mostly up to about 57 µM; on the % scale 0 is the no-effect control and ±100 the full control effect; nearly all actives have a fitted effect of over 65% in size
GLP1R ag: GLP-1 receptor (human) agonism | 380,000 tested, 0.007% active | P43220 | HEK293 GLP-1R CRE-luciferase, luminescence, 4-6 h; cells express a hypersensitive GLP-1R form | Potency, µM (top dose mostly 45.6 µM), without a hit: top-dose activation, usual class: activators | AID 624172; further: potency means the concentration at half of the fitted maximal effect; % of control where 0% means no effect
PI5P4Ka inh: blocks human PI5P4K alpha kinase activity. PI5P4Kalpha enzyme, ADP-Glo luminescence, 60 min; stronger effect = lower value. max response, %. 330,000 tested, 1.2% active. AID 652105; active means max response of -50% or lower; inconclusive means between -30% and -50%; inactive means -30% or higher; further: value at the top dose of about 77 µM; on the % scale 0 is the no-effect control and ±100 the full control effect
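Enzyme plus substrate dispensed, test compounds pinned in, then ATP (5 microM final) added. After 60 min at RT, ADP-Glo reagent 1 for 45 min and reagent 2 for 30 min preceded luminescence imaging.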
The depositor's hits bear a star; [ ] = another dose, or the depositor's remark. Unless noted, the call rests on the fitted dose curve; in most records, active means well fitted curve in the direction sought with a large enough effect; inconclusive means small, poorly fitted or top-dose-only effect, or another doubt; inactive means no such curve, though single readings can be large; an effect the other way counts as inactive or inconclusive. Rows were taken by chance; any-hit rate near 7.8%.

What do the screens show for `CC(C)(C)c1ccc(C(=O)N2CCC3(CC2)NCCc2[nH]cnc23)cc1`?
IL-2 act: -2.1; GLP1R cytotox: -12%; GLP1R inv ag: 4%; D3 antag: -4; WRN helicase inh: 6%; DRD3 agonist: -7; PLK1 PBD inh: -3%; GLP1R ag: 1%; PI5P4Ka inh: -3

How did O=C(Nc1ccccc1N1CCOCC1)c1ccc(N2CCCC2=O)cc1 do in these assays?
IL-2 act: 1.9; GLP1R cytotox: 0%; GLP1R inv ag: 20%; D3 antag: 4; WRN helicase inh: -4%; DRD3 agonist: 9; PLK1 PBD inh: -5%; GLP1R ag: 5%; PI5P4Ka inh: 0

How did c1nc(C2CCCCC2)cc2cc3c(cc12)OCO3 do in these assays?
IL-2 act: 0.3; GLP1R cytotox: -14%; GLP1R inv ag: 10%; D3 antag: 22; WRN helicase inh: -28%; DRD3 agonist: 11; PLK1 PBD inh: 1%; GLP1R ag: -2%; PI5P4Ka inh: -2

How did O=C(c1ccco1)N1CCN=C1SCc1c(F)cccc1Cl do in these assays?
IL-2 act: -0.4; GLP1R cytotox: -15%; GLP1R inv ag: -17%; D3 antag: -24; WRN helicase inh: -6%; DRD3 agonist: 1; PLK1 PBD inh: -2%; GLP1R ag: 3%; PI5P4Ka inh: 11

Results for COc1ccc(N=N/C(=C\O)C(=O)c2ccco2)cc1 ?
IL-2 act: -0.3; GLP1R cytotox: 0%; GLP1R inv ag: 18%; D3 antag: -7; WRN helicase inh: 8%[57.1 µM]; DRD3 agonist: -2; PLK1 PBD inh: 27µM*; GLP1R ag: 5%; PI5P4Ka inh: -9

How did CN(c1c(C#N)c(C(F)(F)F)nn1C)N(S(C)(=O)=O)S(C)(=O)=O do in these assays?
IL-2 act: 0.2; GLP1R cytotox: -1%; GLP1R inv ag: -17%; D3 antag: 1; WRN helicase inh: 2%; DRD3 agonist: -12; PLK1 PBD inh: -18%; GLP1R ag: 10%; PI5P4Ka inh: 2

How did O=C(COC(=O)c1cc([N+](=O)[O-])ccc1N1CCOCC1)Nc1cccc(F)c1 do in these assays?
IL-2 act: -3.3; GLP1R cytotox: inconclusive; GLP1R inv ag: 16%; D3 antag: -7; WRN helicase inh: -11%; DRD3 agonist: 4; PLK1 PBD inh: -6%; GLP1R ag: 2%; PI5P4Ka inh: 8

What do the screens show for `Cn1c(SCC(=O)Nc2ccccc2C(F)(F)F)nc2c(c1=O)SCC2`?
IL-2 act: -0.9; GLP1R cytotox: 2%; GLP1R inv ag: 1%; D3 antag: -11; WRN helicase inh: -26%; DRD3 agonist: -4; PLK1 PBD inh: -13%; GLP1R ag: -3%; PI5P4Ka inh: 1

Results for COCC(C)NC(C(=O)Nc1cccc(C(C)=O)c1)c1ccccc1 (stereo not drawn) ?
IL-2 act: -4.2; GLP1R cytotox: -11%; GLP1R inv ag: 26%; D3 antag: -7; WRN helicase inh: -19%; DRD3 agonist: -7; PLK1 PBD inh: -3%; GLP1R ag: 6%; PI5P4Ka inh: -7

How did O=C(Cn1cnc2ccccc2c1=O)c1ccc2c(c1)OCCO2 do in these assays?
IL-2 act: 0.0; GLP1R cytotox: 1%; GLP1R inv ag: -11%; D3 antag: -3; WRN helicase inh: 2%; DRD3 agonist: 3; PLK1 PBD inh: -3%; GLP1R ag: -15%; PI5P4Ka inh: 2

Results for O=C(c1ccccc1)N(CCCn1ccnc1)C(c1ccccc1)c1nc2ccccc2[nH]1 (stereo not drawn) ?
IL-2 act: -0.5; GLP1R cytotox: -10%; GLP1R inv ag: 32%[activator]; D3 antag: 0; WRN helicase inh: -2%; DRD3 agonist: 0; PLK1 PBD inh: -1%; GLP1R ag: 2%; PI5P4Ka inh: -4

What do the screens show for `CCN1/C(=C/C(=O)c2ccco2)Sc2ccccc21`?
IL-2 act: -0.2; GLP1R cytotox: 31%[activator]; GLP1R inv ag: -19%; D3 antag: 0; WRN helicase inh: -10%; DRD3 agonist: -1; PLK1 PBD inh: inconclusive; GLP1R ag: 0%; PI5P4Ka inh: 2

How did O=C(CSc1nnc(-c2ccncc2)n1C1CC1)c1cccs1 do in these assays?
IL-2 act: -1.8; GLP1R cytotox: 5%; GLP1R inv ag: 12%; D3 antag: -9; WRN helicase inh: 4%; DRD3 agonist: 0; PLK1 PBD inh: -8%; GLP1R ag: -4%; PI5P4Ka inh: -9

How did O=C(Cn1c(=O)cnc2ccccc21)N1CCN(S(=O)(=O)c2ccccc2Br)CC1 do in these assays?
IL-2 act: 1.7; GLP1R cytotox: -6%; GLP1R inv ag: -11%; D3 antag: 11; WRN helicase inh: -9%; DRD3 agonist: 1; PLK1 PBD inh: 4%; GLP1R ag: 9%; PI5P4Ka inh: 4

Results for CCOc1ccc(CCNC(=O)CS(=O)(=O)Cc2nc(-c3cccc(OC)c3)oc2C)cc1 ?
IL-2 act: 1.0; GLP1R cytotox: 0%; GLP1R inv ag: -34%; D3 antag: 18; WRN helicase inh: -1%; DRD3 agonist: 5; PLK1 PBD inh: 7%; GLP1R ag: 3%; PI5P4Ka inh: 8

How did Cc1cc(C)cc(N2C(=O)CSC2c2cccs2)c1 (stereo not drawn) do in these assays?
IL-2 act: -2.2; GLP1R cytotox: -10%; GLP1R inv ag: -26%; D3 antag: -5; WRN helicase inh: -7%; DRD3 agonist: -5; PLK1 PBD inh: inconclusive; GLP1R ag: 4%; PI5P4Ka inh: 0

Results for CC(=O)Nc1ccc(S(=O)(=O)Nc2cccc(C(=O)NC(C)(C)C)c2)cc1 ?
IL-2 act: -0.3; GLP1R cytotox: -5%; GLP1R inv ag: -8%; D3 antag: 0; WRN helicase inh: -2%; DRD3 agonist: 2; PLK1 PBD inh: -1%; GLP1R ag: -8%; PI5P4Ka inh: 2

Results for S=c1nc(-c2cc(Cl)cc(Cl)c2)[nH][nH]1 ?
IL-2 act: 0.5; GLP1R cytotox: 8%; GLP1R inv ag: -1%; D3 antag: inconclusive; WRN helicase inh: inconclusive; DRD3 agonist: -5; PLK1 PBD inh: 24µM*; GLP1R ag: -10%; PI5P4Ka inh: inconclusive

What do the screens show for `Cc1ccc(S(=O)(=O)N(C)CCN(C)S(=O)(=O)c2ccc(C)cc2)cc1`?
IL-2 act: -0.3; GLP1R cytotox: -7%; GLP1R inv ag: 4%; D3 antag: 1; WRN helicase inh: 3%; DRD3 agonist: 9; PLK1 PBD inh: -1%; GLP1R ag: 9%; PI5P4Ka inh: 1

How did CC(C)(C)OC(=O)[C@H](Cc1ccccc1)NC(=O)c1nc[nH]c1C(=O)N1CCN(c2ccccc2)CC1 do in these assays?
IL-2 act: 2.0; GLP1R cytotox: 2%; GLP1R inv ag: inconclusive; D3 antag: 32; WRN helicase inh: -3%; DRD3 agonist: 11; PLK1 PBD inh: 21µM*; GLP1R ag: 3%; PI5P4Ka inh: -1

How did O=C1CCCN1CCCNc1ncnc2c1[nH]c1ccc(Cl)cc12 do in these assays?
IL-2 act: 0.6; GLP1R cytotox: 0%; GLP1R inv ag: 42%[activator]; D3 antag: 1; WRN helicase inh: -26%; DRD3 agonist: 0; PLK1 PBD inh: -6%; GLP1R ag: inconclusive; PI5P4Ka inh: 10

What do the screens show for `COc1cc(OC)c(C2=NOC(C(=O)NCc3cccnc3)C2)cc1Cl` (stereo not drawn)?
IL-2 act: 1.0; GLP1R cytotox: -17%; GLP1R inv ag: -13%; D3 antag: 24; WRN helicase inh: 0%; DRD3 agonist: -5; PLK1 PBD inh: 2%; GLP1R ag: -1%; PI5P4Ka inh: 7

What do the screens show for `COc1ccc(C(C[N+](=O)[O-])c2c(-c3ccccc3)cc3ccccn23)cc1` (stereo not drawn)?
IL-2 act: -2.7; GLP1R cytotox: inconclusive; GLP1R inv ag: inconclusive; D3 antag: -50*; WRN helicase inh: -15%; DRD3 agonist: -3; PLK1 PBD inh: -16%; GLP1R ag: 0%; PI5P4Ka inh: 0

What do the screens show for `CCOC(=O)C1CCN(Cc2nnnn2CCc2ccccc2)CC1`?
IL-2 act: 1.4; GLP1R cytotox: 3%; GLP1R inv ag: 13%; D3 antag: -2; WRN helicase inh: -4%; DRD3 agonist: 3; PLK1 PBD inh: -6%; GLP1R ag: 1%; PI5P4Ka inh: 4

Results for CCCNC(=O)C1(C)CCCN(C(=O)c2ccc3ccccc3c2)C1 (stereo not drawn) ?
IL-2 act: 0.5; GLP1R cytotox: 2%; GLP1R inv ag: 22%; D3 antag: 20; WRN helicase inh: -3%; DRD3 agonist: -1; PLK1 PBD inh: 2%; GLP1R ag: 4%; PI5P4Ka inh: 0

Results for O=C(O)C1CC=CCC1C(=O)N1CCN(c2nc(-c3ccccc3)c3ccccc3n2)CC1 (stereo not drawn) ?
IL-2 act: -6.3; GLP1R cytotox: 153%[activator]; GLP1R inv ag: -3%; D3 antag: -5; WRN helicase inh: -25%; DRD3 agonist: -25; PLK1 PBD inh: -19%; GLP1R ag: 8%; PI5P4Ka inh: -2

Results for COc1ccc(C2CC(=O)c3cc(OC)ccc3O2)cc1 (stereo not drawn) ?
IL-2 act: 0.2; GLP1R cytotox: -7%; GLP1R inv ag: 3%; D3 antag: 0; WRN helicase inh: 1%; DRD3 agonist: 2; PLK1 PBD inh: 4%; GLP1R ag: 15%; PI5P4Ka inh: 0

What do the screens show for `COc1cccc(Cn2cccc(NC(=O)Nc3cccc(C#N)c3)c2=O)c1`?
IL-2 act: -1.1; GLP1R cytotox: 1%; GLP1R inv ag: 11%; D3 antag: -7; WRN helicase inh: 2%; DRD3 agonist: 1; PLK1 PBD inh: -19%; GLP1R ag: -5%; PI5P4Ka inh: 6
